SMN2 splice enh: increases expression of the SMN2 splice variant. HEK293 SMN2-luciferase splicing reporter, luminescence, 30-36 h. Potency, µM (titrated, usually from 46.1 µM), without a hit: top-dose activity change, positive = activation, usual class: activators. actives 2.8% (n = 210,000). AID 1458; further: % of control where 0% means no effect; nearly all actives have a fitted effect of over 55% in size
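HEK293 cells carry an SMN2 […]–luciferase reporter in which exon 7 inclusion puts luciferase in frame. Cells were plated 10-12 h before compound addition, then incubated 30-36 h at 37C. ONE-Glo luminescence was read; sodium butyrate at 4.5 mM final served as control.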
GoLoco inh red: inhibitors of human Gai1-RGS12 GoLoco interaction (red fluorophore) | actives 0.44% (n = 230,000) | AID 880 | P63096 | Potency, µM (highest dose often 61.6 µM), without a hit: at the top dose activity, negative = inhibition, usual class: inhibitors | Gai1:RGS12 GoLoco peptide FP, rhodamine, 10 min; active means well fitted inhibition curve with a large enough effect, not every such curve was filed as active; inactive means no such curve, though single readings can be large or run the other way; further: on the % scale 0 is the no-effect control and ±100 the full control effect; nearly all actives have a fitted effect of over 30% in size; many of its hits are not listed in these tables
Target sequence (P63096 whole entry, looked up): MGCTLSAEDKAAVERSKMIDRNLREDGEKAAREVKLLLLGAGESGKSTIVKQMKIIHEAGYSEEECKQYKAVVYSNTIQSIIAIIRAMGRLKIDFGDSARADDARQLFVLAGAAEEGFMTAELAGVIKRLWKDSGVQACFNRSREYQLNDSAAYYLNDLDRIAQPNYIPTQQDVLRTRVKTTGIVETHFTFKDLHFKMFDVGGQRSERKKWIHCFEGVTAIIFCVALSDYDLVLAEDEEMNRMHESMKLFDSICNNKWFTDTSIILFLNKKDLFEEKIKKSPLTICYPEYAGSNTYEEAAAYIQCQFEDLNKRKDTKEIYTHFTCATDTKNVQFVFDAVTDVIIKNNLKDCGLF
ALDH1A1 inh: ALDH1A1 (human) enzyme inhibition | Purified ALDH1A1, NADH fluorescence, propionaldehyde substrate | Potency, µM (top dose mostly 75.3 µM), for the others: top-dose activity, negative = inhibition, most hits filed as inhibitors | actives 7.3% (n = 220,000) | AID 1030; active means well fitted inhibition curve with a large enough effect, not every such curve was filed as active; inconclusive means small, poorly fitted or top-dose-only effect, or another doubt; inactive means no such curve, though single readings can be large or run the other way;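 further: plate controls were no enzyme wells and a reference inhibitor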
aGal spleen mod: inhibitors or activators of human alpha-galactosidase in spleen homogenate | human spleen homogenate, 4MU-alpha-Gal fluorescence, 40 min | Potency, µM (highest dose often 80 µM), without a hit: top-dose activity change, negative = inhibition, hits mostly inhibitors | actives 0.008% (n = 240,000) | AID 2107;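 further: 0% = enzyme with vehicle and -100% = no enzyme basal signal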
Target sequence (P06280 32-429 limits assumed): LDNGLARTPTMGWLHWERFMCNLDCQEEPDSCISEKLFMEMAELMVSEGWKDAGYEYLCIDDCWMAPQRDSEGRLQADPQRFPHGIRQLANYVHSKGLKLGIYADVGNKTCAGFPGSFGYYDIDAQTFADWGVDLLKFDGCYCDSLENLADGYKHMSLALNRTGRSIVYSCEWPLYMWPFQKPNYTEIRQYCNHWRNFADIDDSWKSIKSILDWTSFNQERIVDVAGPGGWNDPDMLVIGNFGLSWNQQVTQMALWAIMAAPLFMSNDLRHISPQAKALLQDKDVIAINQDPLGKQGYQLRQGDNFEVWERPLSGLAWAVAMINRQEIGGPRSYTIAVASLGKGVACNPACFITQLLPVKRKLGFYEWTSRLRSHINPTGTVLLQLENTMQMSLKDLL
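qHTS titration in buffer at pH 5.0. Alpha-galactosidase activity in spleen homogenate was measured via 4-methylumbelliferone release from 1 mM fluorogenic substrate after 40 min at 37C and a pH 10 stop. AC50 came from Hill fits of control-normalized data.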
GAA glycogen: GAA glycogen-cleavage inhibition or activation; Potency, µM (doses to about 76.4 µM), for inactives: at the top dose activity change, negative = inhibition, most hits filed as inhibitors; P10253; recombinant GAA, glycogen substrate, Amplex Red glucose oxidase fluorescence; actives 0.38% (n = 300,000);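 further: 0% = full enzyme reaction and -100% = no-enzyme basal signal; the screen sought inhibitors and activators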
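Natural-substrate format: glycogen cleavage by 4 nM human enzyme, glucose read by Amplex Red coupling (Ex 573, Em 610 nm). Normalized to enzyme and no-enzyme controls.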
GAA spleen mod: inhibitors or activators of human alpha-glucosidase in spleen homogenate | Potency, µM (series often up to 79.9 µM), for inactives: at the highest dose activity change, negative = inhibition, usual class: inhibitors | P10253 | AID 2112 | actives 0.006% (n = 240,000) | human spleen homogenate, 4-MU-alpha-glucoside fluorescence;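 further: 0% = enzyme with vehicle and -100% = no enzyme basal signal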
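Compounds were titrated against alpha-glucosidase in spleen homogenate at pH 5.0, with 1 mM 4-methylumbelliferyl substrate for 40 min at 37 C. Reactions were quenched with pH 10 NaOH/glycine and fluorescence measured.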
JMJD2E inh: inhibitors of human JMJD2E histone demethylase | actives 1.6% (n = 230,000) | AID 2147 | JMJD2E catalytic domain, FDH-coupled NADH fluorescence (FDH is formaldehyde dehydrogenase) | Potency, µM (doses to about 57.1 µM), for the others: at the top dose activity change, negative = inhibition, most hits filed as inhibitors | B2RXH2; active means well fitted inhibition curve with a large enough effect, not every such curve was filed as active; inconclusive means small, poorly fitted or top-dose-only effect, or another doubt; inactive means no such curve, though single readings can be large or run the other way;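 further: 0% = wells with enzyme and -100% = buffer wells without enzyme; nearly all actives have a fitted effect of over 50% in size; many of its hits are not listed in these tables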
Target sequence (B2RXH2 1-337 limits assumed): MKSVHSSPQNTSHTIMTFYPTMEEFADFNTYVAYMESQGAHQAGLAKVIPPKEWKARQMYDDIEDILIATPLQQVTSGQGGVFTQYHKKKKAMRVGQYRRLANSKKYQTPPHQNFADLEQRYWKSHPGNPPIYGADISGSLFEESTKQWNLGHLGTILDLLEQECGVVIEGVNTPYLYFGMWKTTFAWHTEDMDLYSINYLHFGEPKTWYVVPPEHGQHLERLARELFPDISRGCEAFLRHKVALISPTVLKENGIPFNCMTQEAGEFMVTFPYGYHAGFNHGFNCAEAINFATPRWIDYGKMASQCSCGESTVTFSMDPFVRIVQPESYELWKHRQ
GAA inhib: alpha-glucosidase (human) inhibition; P10253; purified human GAA, 4-MU-alpha-glucoside fluorescence; Potency, µM (top dose mostly 76.9 µM), for the others: at the top dose activity change, negative = inhibition, actives largely listed as inhibitors; actives 0.005% (n = 200,000);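 further: plate controls were uninhibited enzyme wells for no effect and no-enzyme background for full effect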
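Human alpha-glucosidase, 4 nM, pre-mixed with test compounds before 400 uM 4-methylumbelliferyl substrate; 20 min room temperature at pH 5.0. Fluorescence read after pH 10 stop; AC50 values from Hill-equation fits.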
Active calls of the source: *; ? = inconclusive; . = no result given; & = joins results of further samples; [ ] = another dose, or the depositor's remark. Unless noted, the call rests on the fitted dose curve; in most records, active means well fitted curve in the direction sought with a large enough effect; inconclusive means small, poorly fitted or top-dose-only effect, or another doubt; inactive means no such curve, though single readings can be large; an effect the other way counts as inactive or inconclusive. Potency means the concentration at half of the fitted maximal effect.

SMILES	GAA glycogen	GoLoco inh red	GAA inhib	SMN2 splice enh	aGal spleen mod	ALDH1A1 inh	JMJD2E inh	GAA spleen mod
CC(C)OC(=O)[C@@H]1CC[C@H](C)[C@@H](CCCCO)O1	.	0%	.	-1%	0%	-2%	14%	3%
Cc1cc(C)n(-c2c(F)c(F)c(COC(=O)c3ccccc3)c(F)c2F)n1	-1%	-9%	-6%	2%	-1%	?	-6%	-4%
CCCC/C=C/C(NC(=O)c1cccs1)c1ccccc1 (configuration not stated)	.	17%	.	-42%[inhibitor]	2%	?	17%	4%
Cc1ccc(-n2c(O)c(C=NC3CCS(=O)(=O)C3)c3ccccc3c2=O)cc1 (configuration not stated)	6%	-11%	4%	-3%	6%	?	?	-5%
CN1C(=O)c2ccccc2N(C)C1c1ccc2c(c1)OCO2 (configuration not stated)	-8%	5%	?	-2%	?	?	?	19%
Cc1cccc(OCC(=O)N/N=C/c2ccc(N(C)C)cc2)c1	10%	6%	?	1%	8%	?	?	0%
CC(Oc1ccccc1)C(=O)NNS(=O)(=O)c1ccc([N+](=O)[O-])cc1 (configuration not stated)	-5%	0%	4%	5%	-8%	-1%	0%	-3%
COc1ccc(-c2c(C)oc3ccc(C)cc23)cc1	-14%	6%	-4%	4%	7%	10%	-3%	6%
CC(=O)N1[C@H](Cc2ccccc2)C=C[C@]1(C)C(=O)NCc1ccccn1	10%	5%&-3%	-8%	-5%&4%	-7%&-4%	-5%	-23%&-17%	2%&-16%
CC(C)CC(OC(=O)c1ccco1)C(=O)NCC1CCCO1 (configuration not stated)	2%	1%	4%	3%	-1%	7%	7%	3%
CCOc1ccccc1CN(CCc1ccc2c(c1)OCO2)Cc1ccccn1	-16%	-2%	-4%	0%	8%	-11%	?	7%
Cc1ccc(/C=N/NC(=O)c2ccncc2)o1	-3%	-3%	3%	-17%	-4%	?	0%	-6%
Cc1cc(Nc2ccc(Cl)cc2)n(-c2ccccc2)n1	?	-2%	-3%	-42%[inhibitor]	14%	-9%	-9%	15%
CCCS(=O)(=O)N1CCC(C(=O)N2CCC(Cc3ccccc3)CC2)CC1	5%	14%	0%	-34%[inhibitor]	-3%	-5%	6%	-4%
COCCNC(=O)C(c1ccncc1)N(Cc1ccccc1)C(=O)Cn1nnc2ccccc21 (configuration not stated)	-3%	5%	1%	13µM*	-20%	-3%	?	.
COc1ccc(CC(=O)O/N=C(\N)c2ccncc2)cc1	0%	-8%	.	.	6%	.	6%	4%
N#CC1=C(N)NC(SCc2ccc(F)cc2)=C(C#N)C12CCCCC2	-13%	-2%	?	17%	4%	?	3%	-3%
COc1ccc(C(=O)Nc2ccc(S(=O)(=O)Nc3nccc(C)n3)cc2)cc1OC	0%	33%[activator]	-8%	3%	-3%	-8%	-10%	-7%
Cc1ccc(/C=C2\Oc3c(ccc(O)c3CN3CCN(CCO)CC3)C2=O)cc1	0%	0%	-12%	-22%	-3%	?	?	-5%
Cc1ccc(NC(=O)Nc2cccc([N+](=O)[O-])c2)cc1F	2%	.	1%	.	-10%	3%	4%	-9%

SMILES	GAA glycogen	GoLoco inh red	GAA inhib	SMN2 splice enh	aGal spleen mod	ALDH1A1 inh	JMJD2E inh	GAA spleen mod
CC(C)NCC(=O)C12CC3CC(CC(C3)C1)C2	8%	4%	.	.	4%	.	-4%	-2%
Cc1ccc(C(=O)Nn2cnc3scc(-c4cccs4)c3c2=O)c(O)c1	4%	5%	3%	1%	0%	6%	?	4%
Cn1ncc(Br)c1C(=O)NC12CC3CC(CC(C3)C1)C2	-10%	2%	-5%	-15%	-4%	5%	13%	1%
Cc1cc([N+](=O)[O-])ccc1NC(=O)Cc1ccc(F)cc1	6%	3%	-8%	1%	6%	6%	-1%	4%
O=C(Oc1ccc2c(c1)OCO2)c1cc2c(s1)CCC2	-7%	12%	-2%	14%	-3%	-14%	?	3%
COc1ccc(OC)c(NC(=O)c2cc(-c3ccc(C)cc3O)n[nH]2)c1	2%	1%	2%	2%	-2%	0%	-1%	-4%
COc1ccccc1NC(=O)C1=C(C)NC2=C(C(=O)CCC2)C1c1ccc(C)o1 (configuration not stated)	-14%	-5%	-4%	?	2%	-13%	?	3%
O=CNc1ccccc1Oc1ccccc1	-1%	-7%	1%	17%	-2%	6%	4%	-8%
CCOC(=O)CSc1nnc(CCCCCN2C(=O)c3cccc4cccc(c34)C2=O)o1	-8%	-3%	10%	-3%	18%	?	?	2%
COc1ccc(NC(=O)/C(=C/c2cccnc2)NC(=O)c2cccs2)cc1	13%	7%	?	17%	-3%	-11%	6%	-3%
O=C(CSc1ncnc2sc3c(c12)CCCC3)c1ccco1	-10%	52%[activator]	-4%	13%	5%	22µM*	?	0%
Cc1ccc(S(=O)(=O)N(CC(=O)Nc2cccc(N(C)S(C)(=O)=O)c2)c2ccc(Cl)c(Cl)c2)cc1	-7%	-8%	-13%	-7%	0%	4%	2%	-10%
COc1ccc(/C=C/C(=O)NC(=S)NCCc2ccc(OC)c(OC)c2)cc1	-10%	5%	-2%	-13%	-5%	0%	1%	2%
OCCN1CCN(c2ncnc3nc[nH]c23)CC1	1%	-3%	0%	6%	0%	0%	-1%	-1%
CN(C(=O)CCN1C(=O)c2ccccc2C1=O)C1CCCCC1	7%	-10%	-1%	-6%	4%	-7%	3%	-14%
CCC(=O)NC(=S)Nc1ccc(S(=O)(=O)NC(C)C)cc1	3%	4%	5%	-7%	-10%	31%[activator]	2%	-7%
COc1ccc(S(=O)(=O)N(Cc2ccccc2)Cc2nc(-c3ccccc3)no2)cc1	-4%	6%	-15%	-28%	6%	?	-2%	-3%
CCC(=O)Nc1nnc(-c2ccc(OC)cc2)o1	20%	13%	-3%	15%	-3%	3%	-1%	6%
COCC(C)NC(=O)CCc1nnc(C2(c3ccc(Cl)cc3)CCC2)o1 (configuration not stated)	-7%	6%	.	.	7%	-4%	-2%	7%
CC(C)C1(CCNC(=O)c2cccs2)CCOC(C)(C)C1 (configuration not stated)	6%	1%	.	.	-7%	.	6%	5%

SMILES	GAA glycogen	GoLoco inh red	GAA inhib	SMN2 splice enh	aGal spleen mod	ALDH1A1 inh	JMJD2E inh	GAA spleen mod
Cc1cccc(OCC(=O)N2CCOCC2)c1	-2%	-8%	1%	18%	-2%	-1%	-4%	3%
CN1CCN(c2nc3ccccc3nc2C(C#N)S(=O)(=O)c2ccccc2)CC1 (configuration not stated)	4%	5%	.	.	-3%	.	?	-14%
CCOC(=O)Cc1csc(NC(=O)Nc2ccc(F)cc2)n1	7%	-2%	-9%	.	-2%	7%	-3%	6%
CCN(CC)c1ccc(-c2nn3c(-c4ccccc4OC)nnc3s2)cc1	-4%	4%	?	-41%[inhibitor]	?	?	?	?
COc1ccc(Cn2c(O)c(C=Nc3ccccc3C(=O)O)c3ccccc3c2=O)cc1	3%	7%	.	.	-1%	.	?	0%
CC1(C)CC2CC(C)(CN2C(=O)c2cccs2)C1 (configuration not stated)	-2%	6%	-10%	11%	-1%	?	6%	-4%
O=C(Cn1ccc([N+](=O)[O-])n1)NCc1cccs1	1%	13%	-3%	-4%	-8%	4%	-5%	-7%
CCNC(=S)NNC(=O)C(c1ccccc1)c1ccccc1	-20%	-2%	6%	-9%	2%	12%	7%	-2%
COc1cc(/C=C(\C#N)C(N)=O)cc(CSc2nc3ccccc3s2)c1O	.	-15%&-5%&0%	.	5%&-3%	-5%&-11%&-5%	?	-20%	-11%&-13%&7%
Cc1cc(C)nc(/N=C(\N)Nc2ccc(S(=O)(=O)Nc3nccc(C)n3)cc2)n1	-5%	-1%	15%	.	-4%	5%	26%	2%
NNc1ncnc2sc3c(c12)CCC3	5%	1%	?	12%	3%	?	?	9%
Cc1ccc(NC(=O)Cc2cn3ccsc3n2)nc1	-2%	-9%	3%	6%	-12%	9%	6%	-8%
O=C(CN1C(=O)c2ccccc2S1(=O)=O)NCCSCc1ccco1	2%	-3%	?	15%	-2%	?	6%	-6%
COc1ccc(-n2c(=O)c(-c3cn(C)c4ccccc34)nc3cnc(OC)nc32)cc1	.	-1%	.	10%	13%	?	.	3%
CC1CC(C)CN(C(=O)COc2ccc([N+](=O)[O-])cc2Cl)C1 (configuration not stated)	-5%	-2%	-13%	.	4%	-9%	-7%	-2%
Cc1ccc2c(c1)N(CC(=O)NCCc1c[nH]c3ccccc13)C(=O)CO2	-4%	6%	-15%	13%	-1%	5%	7%	4%
Cc1ccc(C(=O)C(C(=O)/C=C/c2ccccc2)=C2SCCCS2)cc1	-11%	9%	-7%	-81%[inhibitor]	4%	?	0%	1%
Cc1cccc(COCC(CC(C)C)N2CCN(C(=O)c3ccc(C(C)(C)C)cc3)CCC2=O)c1 (configuration not stated)	?	-14%	0%[15.4 µM]	-77%[inhibitor]	-11%	7%	-1%	-2%
CCOC(=O)c1[nH]c(C)c(C(=O)NCCCOC(C)C)c1C	2%	4%	-6%	1%	8%	3%	1%	3%
O=C(c1noc2c1CCc1ccccc1-2)N1CCCc2ccccc21	-4%	3%	-4%	-2%	-12%	13µM*	1%	-8%

SMILES	GAA glycogen	GoLoco inh red	GAA inhib	SMN2 splice enh	aGal spleen mod	ALDH1A1 inh	JMJD2E inh	GAA spleen mod
COc1ccc(CNc2ncncc2-c2ccoc2)c(OC)c1	.	67%[activator]	.	.	5%	?	.	6%
O=C(/C=C/c1ccc([N+](=O)[O-])s1)N1CCCC1	-10%	4%	-13%	-12%	-13%	?	?	.
CC(C)(C(N)=O)c1ccccc1	11%	13%	11%	.	3%	0%	2%	4%
COC(=O)N1N=C(c2ccc(Br)cc2)CC1(O)C(F)(F)F (configuration not stated)	10%	7%	-2%	16µM*	5%	0%	2%	6%
CCOC(=O)N1CCN(c2ccc(C(=O)c3ccccc3)cc2F)CC1	-7%	0%	-4%	-25%	-1%	?	-10%	-6%
Cc1cc(COc2ccccc2OCc2cc(C)no2)on1	1%	-8%	2%	1%	-14%	4%	-1%	-1%
CCSc1ccccc1C(=O)n1nnc2ccccc21	0%	3%	0%	-8%	4%	4%	-1%	8%

Compound activity deposited in PubChem by National Center for Advancing Translational Sciences (NCATS).

This is a subset (hit frequency here may not be typical).
